Mtb RmlCD inh: blocks M. tuberculosis RmlC and RmlD coupled enzymes; P9WH09+P9WH11; RmlC+RmlD coupled enzyme assay, percent inhibition; primary screen in compound mixtures; inhibition, % at 3.6 µM; 160,000 tested, 0.03% active; in the data active = inhibition mostly above about 34%, no sharp cut-off; also: some results filed as inactive read as strong as hits
Target sequence (P9WH09 whole entry, looked up): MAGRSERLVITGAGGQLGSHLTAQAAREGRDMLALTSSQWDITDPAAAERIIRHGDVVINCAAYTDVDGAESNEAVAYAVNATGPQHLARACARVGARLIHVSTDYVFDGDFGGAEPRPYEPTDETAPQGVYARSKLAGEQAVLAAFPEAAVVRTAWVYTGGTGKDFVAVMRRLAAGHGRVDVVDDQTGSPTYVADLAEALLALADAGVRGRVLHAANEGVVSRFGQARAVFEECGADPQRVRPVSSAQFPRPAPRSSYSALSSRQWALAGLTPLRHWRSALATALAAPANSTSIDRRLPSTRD
Target sequence (P9WH11 whole entry, looked up): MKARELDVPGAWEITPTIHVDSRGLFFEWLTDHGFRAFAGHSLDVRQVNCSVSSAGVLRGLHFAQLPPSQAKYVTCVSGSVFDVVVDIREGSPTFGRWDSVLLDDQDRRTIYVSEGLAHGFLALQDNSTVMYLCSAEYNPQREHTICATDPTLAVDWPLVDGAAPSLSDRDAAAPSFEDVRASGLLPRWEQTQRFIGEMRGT
M. tuberculosis GlmU: inhibition of mycobacterial GlmU enzyme – biochemical, glucosamine-1-phosphate acetyltransferase (AID 1376). M. tuberculosis GlmU acetyltransferase enzyme assay; higher % means a stronger effect. one-dose inhibition, %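 (tested at 30 µM in the primary screen)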; IC50 in µM for titrated hits. 220,000 tested, 0.25% active; in the data active = inhibition above about 13%;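 also: 0% = complete reaction with vehicle and 100% = reaction without substrate; strong numbers were not always called active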
The depositor's hits bear a star; . = no result given. Some of the compounds tested; count on the stated rates, not on these rows.

SMILES	Mtb RmlCD inh	M. tuberculosis GlmU
O=c1[nH]nc(Sc2ncnc3sccc23)n1CCc1ccccc1	5	-5.2%
CCOC(=O)c1ccccc1OC(=O)CS(=O)c1ccccc1[N+](=O)[O-] (stereo not drawn)	3	0.0%
CC(C)C(NC(=O)c1ccccc1F)C(=O)NCCc1ccccn1 (stereo not drawn)	9	-5.0%
COc1ccc(NC(=O)Nc2nc3ccccc3s2)cc1	.	-3.5%
O=C(O)c1ccc(NC(=O)c2cn(-c3ccccc3)nc2-c2ccccc2)cc1	12	-5.5%
Cn1c(=O)c2c(ncn2CC(=O)Nc2cccc(S(=O)(=O)Nc3ccccc3F)c2)n(C)c1=O	.	-4.2%
CC(=O)Nc1ccc(S(=O)(=O)NNC(=O)c2ccc(C)cc2)cc1	.	0.7%
Cc1nn(Cc2ccccc2Cl)c(C)c1NC(=O)Cn1nc([N+](=O)[O-])c(Cl)c1C	8	-0.7%
COc1cccc(/C=C/C(=O)OCC(=O)Nc2cccc(S(=O)(=O)N(C)C)c2)c1	-4	-2.7%
N#C/C(=C\c1ccc(C(=O)O)cc1)c1ccccn1	-59	-1.1%
Nc1nnnn1/N=C/c1cccs1	.	-3.6%
CC(=O)N1N=C(c2ccccc2)CC1c1cn(C)c2ccccc12 (stereo not drawn)	-14	-4.2%
COc1ccc(Cl)cc1NC(=O)COC(C)=O	-10	-1.7%
Cn1c(CO)cnc1SCc1ccc(Cl)cc1	15	1.9%
Cc1ccc(C(=O)Nc2cc(-c3ccn[nH]3)c(C)n(N)c2=O)cc1	9	-0.5%

A section taken from the entries so far, as a working copy:
SMILES	Mtb RmlCD inh	M. tuberculosis GlmU
CC(=O)N1N=C(c2ccccc2)CC1c1cn(C)c2ccccc12 (stereo not drawn)	-14	-4.2%
COc1ccc(Cl)cc1NC(=O)COC(C)=O	-10	-1.7%
Cn1c(CO)cnc1SCc1ccc(Cl)cc1	15	1.9%
Cc1ccc(C(=O)Nc2cc(-c3ccn[nH]3)c(C)n(N)c2=O)cc1	9	-0.5%

Remaining list, next part.
SMILES	Mtb RmlCD inh	M. tuberculosis GlmU
O=C(NCCc1c[nH]c2ccccc12)/C(=C\c1ccco1)NC(=O)c1ccco1	-10	4.0%
CCC(C)NC(=S)Nc1ccccc1OC (stereo not drawn)	3	-1.3%
COc1ccc(NC(=O)CN(Cc2ccccc2)S(C)(=O)=O)cc1	.	3.1%
CCOc1ccccc1NC(=O)c1ccc(OCC)c([N+](=O)[O-])c1	.	-3.9%
O=C(Nc1sc2c(c1C(=O)NC1CC1)CCCCCC2)c1ccco1	.	0.9%
Cc1ccc([N+](=O)[O-])cc1N(CC(=O)NCC1CCCO1)S(C)(=O)=O (stereo not drawn)	.	1.1%
CC(C)C[C@@H]1NC(=O)[C@H](Cc2ccccc2)N(C)C(=O)[C@H](C)NC(=O)c2ccccc2NC(=O)[C@H](Cc2ccc(O)cc2)N(C)C1=O	.	2.1%
COC(=O)C1=C(C(=O)OC)[C@@H]2N(Cc3ccccc3)c3ccccc3[C@@]23C[C@@H](C(=O)OC)N(C(C)=O)C3=N1	10	-3.4%
O=C1CC(c2ccccc2)CC(O)=C1C=NCCN1CCN(C(=O)Cc2ccccc2)CC1 (stereo not drawn)	-2	2.3%
O=C(CN1CCC2(CC1)OCCO2)c1c[nH]c2ccccc12	.	0.2%
CC1=C(C#N)C(NC(=O)c2ccco2)(C(F)(F)F)C(=O)N1 (stereo not drawn)	10	-0.2%
OCC1(CCc2ccccc2)CCN(Cc2c(F)ccc(F)c2F)CC1	6	3.8%
CC(O)CNc1nc2ccccc2n1-c1ncnc2sc3c(c12)CCC3 (stereo not drawn)	-13	1.1%
CCCCCc1nc2c(c3c1CCCC3)CCCC2	-10	-2.5%
O=C(Cn1cnc2c(nnn2-c2ccccc2)c1=O)NCc1ccco1	-1	0.9%

An excerpt from above in order of length of the SMILES, low to high:
SMILES	Mtb RmlCD inh	M. tuberculosis GlmU
CCC(C)NC(=S)Nc1ccccc1OC (stereo not drawn)	3	-1.3%
CCCCCc1nc2c(c3c1CCCC3)CCCC2	-10	-2.5%
O=C(CN1CCC2(CC1)OCCO2)c1c[nH]c2ccccc12	.	0.2%
COc1ccc(NC(=O)CN(Cc2ccccc2)S(C)(=O)=O)cc1	.	3.1%
CCOc1ccccc1NC(=O)c1ccc(OCC)c([N+](=O)[O-])c1	.	-3.9%
Cc1ccc([N+](=O)[O-])cc1N(CC(=O)NCC1CCCO1)S(C)(=O)=O (stereo not drawn)	.	1.1%
O=C1CC(c2ccccc2)CC(O)=C1C=NCCN1CCN(C(=O)Cc2ccccc2)CC1 (stereo not drawn)	-2	2.3%

(cont.)
SMILES	Mtb RmlCD inh	M. tuberculosis GlmU
COc1ccc(C2=NOC(C(=O)NCc3ccco3)C2)cc1 (stereo not drawn)	4	-0.8%
Cc1ncc([N+](=O)[O-])n1Cc1ccccc1F	6	6.2%
CCN(CCO)C(=O)CC(c1ccccc1)c1cc(Br)ccc1O (stereo not drawn)	-14	-1.5%
CCOCCCNCc1cc(Br)ccc1OCC	.	1.3%
O=C(Nc1ccccc1)C1(c2ccccc2)CC1(Cl)Cl (stereo not drawn)	.	0.2%
O=C(CNc1cc(S(=O)(=O)N2CCCC2)ccc1OCC(F)(F)F)Nc1cc(Cl)cc(Cl)c1	4	-1.4%
COC(=O)c1sc(NC(=S)NC(=O)c2ccccc2)nc1C	-3	-2.6%
COC(=O)c1cccc(CSc2nnc(-c3ccco3)n2-c2ccccc2)c1	46	.
CCc1sc(N(C(=O)Cc2ccccc2)c2cccc(F)c2)nc1-c1ccc(C)cc1	.	1.1%
COc1ccc(CCN(Cc2cc3cc(C)cc(C)c3nc2Cl)C(=O)C2CC2)cc1	28	.
CC(=O)OCC(CCn1cnc2cnc(N)nc21)COC(C)=O	7	4.8%
COc1ccc(OC)c(C2=Nn3c(nnc3-c3cc(OC)c(OC)c(OC)c3)SC2)c1	-8	-4.3%
COc1cccc(OCCN2CCN(c3ncnc4c3cnn4-c3ccccc3)CC2)c1	.	0.1%
Cc1cccc(NC(=O)c2ccc(C(=O)c3ccccc3)o2)c1	-3	6.8%
Cc1ccc(C)c2[nH]c(=O)c(CCNC(=O)c3ccc(S(=O)(=O)N(C)C)cc3)cc12	-11	-6.0%
Cc1nnsc1NC(=O)OCc1ccc(Cl)cc1Cl	12	4.9%
O=C(Nc1nc2c(s1)CN(Cc1ccccc1)CC2)C1CCCC1	.	-1.3%
Cc1ccc(CC2SC(N)=NC2=O)cc1 (stereo not drawn)	.	-1.0%
CCOC(=O)Cc1csc(NC(=O)Cn2cnc3c2c(=O)n(C)c(=O)n3C)n1	3	7.3%
CN1CCN(CCCCOc2ccccc2C=O)CC1	-6	-9.4%
COC(=O)c1ccc(COc2cc(C)cc3oc(=O)c4c(c23)CCCC4)o1	.	-1.7%
Cn1c(=O)c2c(ncn2Cc2ccccc2)n(C)c1=O	.	3.2%
Cc1ccc2[nH]c(=O)c(CN(CCCO)S(=O)(=O)c3cccc4nsnc34)cc2c1	.	1.2%
CC(C)Nc1nc(N)c(C(=O)C23CC4CC(CC(C4)C2)C3)s1	23	-5.6%
CCOC(=O)C1CCC(CNCc2ccc(Cl)cc2)CC1 (stereo not drawn)	-8	0.5%
CC(C)(C)NC(=O)CN(C(=O)C(=O)Nc1ccc2c(c1)OCCO2)C(C)(C)C	-3	-1.5%
C=CCSc1nnnn1-c1ccc(OC)cc1	1	-2.2%
C=CCn1c(Cc2cccs2)nnc1SCC(=O)c1ccc(F)cc1	-7	4.4%
COCC(C)NC(=O)c1cc(OC)cc(OC)c1 (stereo not drawn)	0	-4.5%
C=C(C)CN1CCN(c2ccc(N3C(=O)CCCC3=O)cc2[N+](=O)[O-])CC1	1	.
COC(=O)C1CCN(C(=O)Nc2ccc(OC)cc2)CC1	20	-4.4%
Cc1ccc(S(=O)(=O)N2CCCN(S(=O)(=O)C3CCS(=O)(=O)C3)CC2)cc1 (stereo not drawn)	8	1.7%
Cc1cc(C(=O)NCc2ccco2)cs1	3	2.7%
Cc1ccc2nc(SCC(=O)Nc3c(C)n(C)n(-c4ccccc4)c3=O)[nH]c2c1	13	-0.8%
COc1ccc(C(=O)Nc2ccnc(-c3cccnc3)n2)cc1	.	-4.5%
CSCC[C@H](NC(=O)OC(C)(C)C)C(=O)NCC1CCC(C(=O)O)CC1 (stereo partly drawn)	37	4.1%
Cc1cccc(C)c1NC1=NC2(CCCCC2)N=C(N)N1	2	-0.9%
Cc1ccc(S(=O)(=O)N2CCOCC2)cc1NC(=O)COC(=O)c1cccnc1Cl	-10	-3.7%
CCN(CC)CCn1c2ccccc2c2cnc(N)c(C#N)c21	.	-0.9%
COc1ccc(C(=O)NCC(=O)OCC(=O)c2ccc3c(c2)NC(=O)CO3)cc1	-2	-1.1%
CCOC(=O)c1[nH]cnc1C(=O)Nc1cccc(Cl)c1	-12	-5.1%
COC(=O)Cc1cc(=O)n(-c2ccccc2)[nH]1	-10	1.2%
O=C(Nc1c(Cl)cc(Cl)cc1-c1nc2ccccc2s1)c1ccc(Br)o1	-3	1.3%
COc1cccc(C2SCC(=O)N2c2ccc(C)cc2)c1OC (stereo not drawn)	-7	-3.3%
O=C(NCCC1=CCCCC1)C1CCN(S(=O)(=O)N2CCOCC2)CC1	.	-1.3%
COc1ccc(C(=O)N/N=C/c2ccc(OC(=O)c3ccccc3)cc2)cc1	.	-0.9%
CCOC(=O)Cc1csc(NC(=O)c2cc(=O)c3ccccc3o2)n1	-14	1.8%
Cc1c(C=O)c2ccccc2n1CC(=O)NCc1ccccc1	-10	-0.1%
Cc1cccc2sc(NC(=O)c3cccc(S(=O)(=O)N4CCc5ccccc54)c3)nc12	-12	2.5%
C/C(CC(=O)Nc1ccc2c(c1)OCO2)=N\NC(=O)OC(C)(C)C	-6	-8.2%
CC(C)(C)OC(=O)NNC(=S)NCc1ccc(Cl)cc1	2	7.5%
Cc1[nH]c(=O)[nH]c(=O)c1S(=O)(=O)N1CCCC(C(=O)NCc2ccc3c(c2)OCO3)C1 (stereo not drawn)	-4	2.0%
Cn1c(=O)n(Cc2ccccc2)c(=O)c2c1nc1n2CCCN1CCc1ccccc1	.	0.1%
COc1ccc(N2CCN(c3c(S(=O)(=O)c4ccccc4)cnc4ccc(OC)cc34)CC2)cc1	8	1.5%
O=C(CSc1ncnc2sccc12)Nc1ccccc1	-41	-3.8%
CC1(C)CC=C(NNC(=O)c2cccnc2)C(=O)C1	36	0.3%
COc1cc(S(=O)(=O)N2CCOCC2)ccc1NC(=O)COC(=O)COc1ccccc1	4	1.1%
Cc1nc(SCC(=O)Nc2cc(C(N)=O)cc(C(N)=O)c2)c2c(C)c(C)sc2n1	-1	2.7%
CCC(C)OC(=O)C1=C(C)NC2=C(C(=O)C(C(=O)OC)C(C)C2)C1c1ccc(N(C)C)cc1 (stereo not drawn)	10	-3.2%
COc1cccc(-c2cc(C(=O)Nc3c(C)nn(Cc4ccccc4C)c3C)no2)c1	3	2.3%
The list continues.
SMILES	Mtb RmlCD inh	M. tuberculosis GlmU
COc1ccc(NC(=O)CSc2ccc3c(c2)OCCO3)cc1OC	5	1.0%
c1coc(C2Nc3ccccc3-c3nc4ccccc4n32)c1 (stereo not drawn)	.	3.7%
CCOc1ccc(OCC)c(NC(=O)CC2Oc3ccc(C)cc3NC2=O)c1 (stereo not drawn)	25	7.0%
Cc1ccc(S(=O)(=O)/N=C(\N)Nc2nc(C)c3cc(C)ccc3n2)cc1	-5	2.5%
COc1ccc2oc(=O)c(-c3cn4ccc(C)cc4n3)cc2c1	-8	3.3%
O=C(Nc1ccc(S(=O)(=O)Nc2ncccn2)cc1)c1cncc(Br)c1	-1	0.9%
COc1ccc(C(=O)CSc2nc(C)cc(C)n2)cc1[N+](=O)[O-]	-11	-2.5%
O=C(CSc1nc(-c2ccc(F)cc2)nc2ccc(F)cc12)Nc1cccc(C(=O)O)c1	-1	1.4%
Cc1ccc(NC(=O)c2nc[nH]c2C(=O)NCC(=O)OC(C)(C)C)cc1	-4	7.1%
c1ccc2c(c1)oc1c(NCc3ccc4c(c3)OCO4)ncnc12	.	-1.7%
Cc1cc(C)c2sc(N(CCCN(C)C)C(=O)CN3C(=O)c4ccccc4C3=O)nc2c1	27	-4.8%
C=CCC1(NC(C)c2ccccc2)CCCCC1 (stereo not drawn)	24	2.7%
COc1ccccc1NC(=O)C1CCCCC1	.	7.0%
O=C(Nc1ccccc1F)OC1CN2CCC1CC2 (stereo not drawn)	.	-4.7%
CCOC(=O)C1(Cc2cccc(F)c2)CCN(Cc2ccc(COC)o2)CC1	-4	-2.3%
Cc1cc(C)n(-c2ccc(-n3ccnc3)nn2)n1	.	-1.6%
O=C(CCSc1nc(-c2ccc3c(c2)OCO3)cc(C(F)(F)F)n1)NCc1ccccc1	.	3.0%
C/C(=N/NS(=O)(=O)c1ccc(Br)cc1)c1ccc(NC(=O)c2ccc(C)o2)cc1	.	4.7%
COc1ccccc1NC(=O)C(=O)N1CCCC1	6	7.0%
COc1cc(/C=N/NP(=S)(c2ccccc2)c2ccccc2)ccc1O	-4	2.1%
COC(=O)c1cc2c(cc1Cl)N1CCCCCC1=NS2(=O)=O	6	2.6%
CCCCOC(=O)Nc1ccc(N2CCCCC2)cc1	6	-0.3%
COc1ccc(C(=S)N2CCN(C)CC2)cc1Br	-22	0.3%
CC1(C)Cc2nc(N)c(C(=O)NCCO)cc2CO1	1	3.0%
Cn1c(N2CCCC2)nc2c1c(=O)n(Cc1ccc(F)cc1)c(=O)n2C	6	2.0%
CC(C)SCc1cc(N2CCCC2)nc(-c2ccccc2)n1	13	-3.5%
Cc1ccc(C(=O)NC(=S)N2CCN(c3ccc([N+](=O)[O-])cc3)CC2)cc1	-10	-4.4%
